# ABHD5-PLIN5 inh = blocks binding of human ABHD5 to perilipin-5; actives 0.78% (n = 360,000); Split G. princeps luciferase complementation, luminescence, 4 h; Q00G26+Q8WTS1; inhibition, % at 4 µM;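 active = inhibition above the mean inhibition across every tested compound plus 3 SD, cut at about 22% in these data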;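 also: 0% = DMSO only wells and the 100% control is not disclosed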
# MC4R barr agon = agonists of human melanocortin 4 receptor (MC4R) beta-arrestin | P32245 | U2OS MC4R beta-arrestin complementation, luminescence; percent of melanotan II response, DMSO zero | activation, % at 8.9 µM | actives 0.98% (n = 360,000) | AID 540308;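 active = activation above a per-plate cutoff, the mean activation of sample wells on that plate plus 3 SD, cut at about 8% in these data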
# Target sequence (P32245 whole entry, looked up): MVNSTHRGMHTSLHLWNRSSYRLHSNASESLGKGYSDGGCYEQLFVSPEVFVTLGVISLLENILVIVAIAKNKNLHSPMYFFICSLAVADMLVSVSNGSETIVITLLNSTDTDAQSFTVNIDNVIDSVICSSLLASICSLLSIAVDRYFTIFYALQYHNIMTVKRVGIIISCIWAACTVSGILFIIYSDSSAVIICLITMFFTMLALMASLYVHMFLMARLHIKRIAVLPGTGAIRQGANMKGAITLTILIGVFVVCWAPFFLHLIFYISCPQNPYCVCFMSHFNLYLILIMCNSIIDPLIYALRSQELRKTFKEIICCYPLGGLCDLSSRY
# MC4R antag cAMP = blocks human MC4R cAMP signaling; P32245; MC4R-expressing cells, MTII-stimulated cAMP, LANCE TR-FRET; inhibition, % at 6.5 µM; actives 0.48% (n = 360,000); AID 540295;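 active = inhibition above its plate's cutoff, the mean of tested wells on that plate plus 3 SD, cut at about 29% in these data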;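 also: 0% = Melanotan II alone and 100% = Melanotan II plus saturating MCL0020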
#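 System – human MC4R-expressing U2OS cells · Also added – Melanotan II · Dosing – one concentration, 6.5 µM nominal · Timing – 30-min compound, 1-h challenge, 1-h detection, room temperature · Measured by – Eu-cAMP/anti-cAMP TR-FRET, emission 671 nm · Replicates – singlicate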
# Exocytosis inh = blocks lytic granule exocytosis | TALL-104 LAMP-1 surface exposure, flow cytometry; cells stimulated with thapsigargin and PMA | inhibition, % at 10 µM | actives 0.66% (n = 360,000) | AID 651702;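 active = inhibition above about 55%, limit read from the data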
# aDG glyco act = increases alpha dystroglycan glycosylation | Pro5-aDG cells, alpha-DG glycosylation AlphaScreen (IIH6); 0% Pro5, 100% B10-LARGE cell signal | actives 0.22% (n = 360,000) | activation, % at 10 µM;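 active = activation of at least 8% versus controls, or a plate z-score of at least 8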;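 also: Pro5 are CHO cells carrying HIG-tagged alpha-DG that lacks glycosylation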
# N-glyco inh = N-linked glycosylation inhibition | D54 ERlucT glycosylation luciferase reporter, 24 h; percent of 100 nM tunicamycin response | reporter increase, % at 12.5 µM | actives 0.23% (n = 360,000) | AID 588692;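 active = mean luciferase reporter signal, scaled so untreated is 0 and the glycosylation-blocking control 100, at or above a set limit in every replicate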;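 also: luciferase carries N-glycosylation sites so blocking glycosylation raises the light; 0% = median of neutral control wells and 100% = median of 100 nM tunicamycin wells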
# Vif inh = blocks HIV Vif function; HEK293T cells, Vif self-association by quenched fluorescence, imaging, 24 h; inhibition, % at 7.49 µM; actives 0.35% (n = 340,000); in the data active = inhibition above about 50%, passing the limit was not always enough; also: some results filed as inactive read as strong as hits
# ABCB6 inh 2 = inhibitors of human ABC transporter ABCB6 | fluorescence ratio to DMSO, % at 10 µM | Q9NP58 | actives 0.19% (n = 360,000) | K562-ABCB6 porphyrin accumulation, flow cytometry, 1 h; hits give low values;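 active = fluorescence ratio to DMSO below 75%, the collection mean minus 3 SD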;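 also: signal is porphyrin accumulated inside mitochondria; 100% equals median channel fluorescence of DMSO control wells; lower ratio means ABCB6 inhibition with less porphyrin fluorescence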
# TLR9-MyD88 inh = inhibitors of human TLR9-MyD88 binding. Q9NR96+Q99836. CHO BLA complementation TLR9-MyD88, CCF4 FRET ratio. inhibition, % at 4.98 µM. actives 0.21% (n = 340,000);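 active = inhibition above the mean over all tested compounds plus 3 SD, cut at about 21% in these data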;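 also: 0% = DMSO only wells and 100% = clavulanate BLA inhibitor control wells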
# NOD2-RIPK2 inh = blocks binding of human NOD2 to RIPK2; O43353; CHO BLA complementation NOD2-RIPK2, CCF4 ratio; inhibition, % at 4.98 µM; actives 0.38% (n = 360,000); in the data active = inhibition above about 21%;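 also: 0% = vehicle only and 100% = reference blocker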
# Target sequence (O43353 whole entry, looked up): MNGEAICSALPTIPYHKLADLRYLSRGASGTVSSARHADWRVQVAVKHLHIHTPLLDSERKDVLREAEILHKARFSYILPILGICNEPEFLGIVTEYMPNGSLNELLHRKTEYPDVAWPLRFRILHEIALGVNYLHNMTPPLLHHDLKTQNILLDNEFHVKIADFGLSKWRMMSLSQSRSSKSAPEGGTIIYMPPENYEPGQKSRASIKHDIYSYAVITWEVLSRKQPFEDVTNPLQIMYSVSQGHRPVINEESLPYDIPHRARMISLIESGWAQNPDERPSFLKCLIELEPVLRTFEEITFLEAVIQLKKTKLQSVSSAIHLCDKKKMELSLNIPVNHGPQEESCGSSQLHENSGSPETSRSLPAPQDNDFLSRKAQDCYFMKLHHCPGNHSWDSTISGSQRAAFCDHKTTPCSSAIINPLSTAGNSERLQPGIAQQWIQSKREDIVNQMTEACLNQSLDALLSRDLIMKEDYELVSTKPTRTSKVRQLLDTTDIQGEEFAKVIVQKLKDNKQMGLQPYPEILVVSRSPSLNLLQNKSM
# An asterisk follows results filed as active; nt = no result given. Only part of the results is shown. The share of hits here may be higher or lower than overall.
# Values run as follows: MC4R barr agon	MC4R antag cAMP	Vif inh	ABHD5-PLIN5 inh	TLR9-MyD88 inh	ABCB6 inh 2	Exocytosis inh	NOD2-RIPK2 inh	aDG glyco act	N-glyco inh
- COc1ccc(OC(C)C(=O)N2CC(C)OC(C)C2)cc1 (stereo unspecified)
    -0.5	0	12	-1	-2	97	4	-13	-0.2	-1
- CCc1nc(SCC(=O)NC2CC2)c2c(C)c(C)sc2n1
    -1.2	-10	-5	0	3	95	7	-8	0.0	-1
- COc1ccc(OCC(=O)OC(C)CN2CCCCC2)cc1 (stereo unspecified)
    -1.0	3	-6	3	-5	96	-3	6	-0.1	3
- COC(=O)c1ccccc1NC(=O)C/C(C)=N/NC(=O)Cc1ccc(Cl)cc1
    -1.9	0	8	-5	7	94	-2	2	0.0	1
- CC(C)c1c(C(=O)N/N=C/c2c[nH]c3ccccc23)nnn1-c1nonc1N
    -3.0	4	0	-3	4	89	13	-15	0.2	-2
- COc1ccc(C)cc1NC(=O)CSc1nnc(-c2cc(C)[nH]n2)n1N
    -2.5	-2	-1	0	3	102	-6	6	-0.2	0
- O=C(O)c1ccc(NC(=O)C(c2ccccc2)c2ccccc2)cc1
    -0.8	25	16	-7	-12	104	-1	-2	0.0	-1
- COc1ccccc1-c1cnc(C(O)c2ccc(C)cc2)[nH]1 (stereo unspecified)
    -1.4	8	nt	1	nt	96	-2	11	-0.2	-4
- O=C(C1CC1c1ccccc1)N1CCOCC1 (stereo unspecified)
    0.6	-1	-2	3	11	101	-1	7	0.1	3
- Cc1ccc(C(=O)OCC(=O)N2CCCc3ccccc32)cc1C
    -1.9	9	4	6	2	97	-1	2	0.1	1
- COc1ccc(O)c(/C=N/Nc2nc3ccccc3[nH]2)c1
    -2.6	12	0	4	0	92	-8	-3	-0.5	2
- Cc1ccc2nc(N3CCN(C(=O)CCCC(=O)O)CC3)nc(-c3ccccc3)c2c1
    -0.9	9	-19	-6	5	99	-9	19	0.1	0
- Cc1ccc(C)c(NC(=S)NC(C)C(c2ccccc2)N2CCN(C)CC2)c1 (stereo unspecified)
    -0.1	-2	7	2	1	94	1	-3	0.3	0
- COCCNC(=O)NC(=O)COC(=O)Cc1ccc2c(c1)OCCO2
    0.1	14	-7	1	-20	98	2	-2	0.0	-1
- Cc1cc(OCC(O)CN(C)C(=O)C(C)Oc2ccccc2)ccc1Cl (stereo unspecified)
    0.3	-9	-7	-2	6	96	12	-1	0.5	-2
- CC(=O)Nc1cccc(C(=O)Oc2cccc(C)c2)c1O
    -1.0	0	1	4	-2	85	-2	-6	-0.2	1
- Cc1cc(C)n(-c2ccc(C(=O)OCC(=O)Nc3ccc(S(=O)(=O)N4CCCCC4)cc3)cc2)n1
    -1.5	4	-1	-6	-5	103	-2	-17	-0.1	-1
- CCN(c1ccccc1)S(=O)(=O)c1ccc(OC)c(NS(=O)(=O)c2cccs2)c1
    0.5	9	-1	2	0	95	10	-4	-0.1	1
- O=C(CCl)c1ccc2c(c1)CCN2C(=O)C1CCCCC1
    -2.7	30*	-4	3	4	100	1	-1	0.3	6
- COc1cc(C(=O)NCCNc2nc3cc(C)ccc3cc2C#N)cc(OC)c1OC
    -1.1	3	-6	-1	-2	98	-2	5	-0.1	11
- O=C(N/N=C/c1ccc(-c2ccc([N+](=O)[O-])cc2)o1)c1cccnc1
    -2.1	-22	-2	1	nt	102	2	4	-0.1	0
- CC1CCCCN1C(=O)c1ccccc1NC(=O)c1ccco1 (stereo unspecified)
    -2.6	3	nt	-4	-1	106	-2	8	0.0	2
- COCc1cc(C)n(CC(=O)Nc2ccc(N3CCOCC3)c(Cl)c2)c(=O)c1C#N
    -0.8	-6	-5	1	1	98	4	-5	-0.1	-1
- COc1ccc(OCC(=O)N/N=C2\CCCCc3ccccc32)cc1
    -0.3	0	-2	-1	-1	88	-1	-8	0.0	-2
- Cc1ccc(/C=C/C(=O)OCC(=O)NCc2ccccc2)o1
    -1.6	0	3	-3	-1	93	0	-3	-0.1	0
- CCCCNC(=O)C1(C)CCN1C(=O)c1oc2ccccc2c1C (stereo unspecified)
    0.3	3	-4	2	nt	95	-2	-6	-0.2	0
- O=C(CN1C(=O)NC2(CCOc3ccccc32)C1=O)c1ccc[nH]1 (stereo unspecified)
    -2.1	8	0	-2	-1	100	12	-4	0.2	1
- COc1ccc(C2/C(=C(\O)c3ccc4c(c3)OCCO4)C(=O)C(=O)N2CCCn2ccnc2)cc1 (stereo unspecified)
    -0.8	4	-4	0	3	96	-1	4	-0.1	2
- O=C(Cc1ccccc1)Nc1ccc(NC(=O)c2cccs2)cc1Cl
    5.3	0	-3	5	5	98	4	-3	0.5	1
- CN1CCCN(C(=O)c2ccccc2Cl)CC1
    1.5	5	-5	8	1	97	-7	8	0.2	0

# Records listed above printed as active in MC4R antag cAMP.
# Values run as follows: MC4R barr agon	MC4R antag cAMP	Vif inh	ABHD5-PLIN5 inh	TLR9-MyD88 inh	ABCB6 inh 2	Exocytosis inh	NOD2-RIPK2 inh	aDG glyco act	N-glyco inh
- O=C(CCl)c1ccc2c(c1)CCN2C(=O)C1CCCCC1
    -2.7	30*	-4	3	4	100	1	-1	0.3	6

# (further entries)
# Values run as follows: MC4R barr agon	MC4R antag cAMP	Vif inh	ABHD5-PLIN5 inh	TLR9-MyD88 inh	ABCB6 inh 2	Exocytosis inh	NOD2-RIPK2 inh	aDG glyco act	N-glyco inh
- O=C(NC1CCCCC1)C1CCC(=O)N(Cc2cccc(C(F)(F)F)c2)C1 (stereo unspecified)
    -1.0	14	2	2	3	98	2	-3	-0.3	0
- COc1ccc(/C=N/Nc2nnc(C)n2N)cc1OC(C)=O
    -2.3	-3	-6	-25	11	97	-3	6	0.6	7
- CCCC(=O)NC(c1ccc(C(C)C)cc1)c1ccc2cccnc2c1O (stereo unspecified)
    -2.2	17	-4	8	6	96	9	1	0.2	-13
- Cc1nn(C2CCCCC2)c(N)c1-c1ccccc1
    -1.0	1	nt	-4	6	102	3	-8	-0.1	2
- CC(=O)Oc1cc2c(C(=O)NCCCN3CCOCC3)c(C)oc2c2ccccc12
    -0.2	1	7	4	-2	99	7	-1	3.9	2
- CC(C)Oc1ccc(C(=O)Nc2ccc(N3CCCCC3)cc2)cc1
    1.3	4	-6	4	10	99	-3	-1	0.1	2
- COc1ccc(S(=O)(=O)N2CCOCC2)cc1NC(=O)COc1ccccc1
    0.1	3	-6	4	10	100	10	-9	-0.2	0
- CN(C)S(=O)(=O)c1cc(NC(=O)COC(=O)CCc2ccccc2)ccc1Cl
    -2.1	10	-4	-2	7	101	12	2	-0.1	2
- O=C(CCCCn1c(=O)c2ccccc2n(CC(=O)Nc2ccccc2)c1=O)NCc1ccco1
    1.8	12	-9	2	-2	96	-2	-2	0.0	-1
- COc1ccc(-n2c(=O)c3c4c(sc3n3c(=S)[nH]nc23)CCCC4)cc1
    -1.4	7	-4	-5	-3	101	-2	2	-0.7	-1
- O=C(CSc1cn[nH]n1)Nc1ccccc1C(F)(F)F
    -0.5	1	19	-9	11	93	-9	-2	0.0	-1
- O=C1C(=O)N(Cc2cccnc2)C(c2ccccn2)/C1=C(/O)c1ccc(F)cc1 (stereo unspecified)
    -2.0	6	1	4	13	93	0	-4	-0.2	-1
- O=C(NCCS(=O)(=O)NC1CCCC1)c1ccccc1
    -1.9	0	3	-1	-6	100	4	2	-0.1	3
- O=C(COc1ncnc2ccccc12)Nc1cc([N+](=O)[O-])ccc1Cl
    2.1	23	-6	-2	6	99	5	5	0.6	1
- CCOC(=O)c1cnc(-n2nc(C)cc2C)nc1NCCO
    1.1	7	6	-9	3	95	0	-7	-0.1	3
- COc1cccc(/C=N/c2oc(-c3ccccc3)cc2C#N)c1O
    -1.2	1	2	-9	-3	97	2	-6	0.0	2
- CCN(C(=O)COC(=O)c1ccc(=O)n(Cc2ccccc2)n1)C1CCS(=O)(=O)C1 (stereo unspecified)
    -1.7	3	-4	-6	-4	94	0	-9	-0.5	2
- CCN1CCN(C(=O)c2ccc(CNS(=O)(=O)c3cccc(OC)c3)cc2)CC1
    0.0	11	4	2	-6	94	2	7	1.7	-1
- COc1ccc(-c2ccc(C(=O)Nc3ccc(NC(C)=O)cc3)c3occc23)c(C)c1
    3.2	10	-16	-4	nt	101	2	-11	1.4	-8

# Whole records, looked up by structure. Order of screens: MC4R barr agon, MC4R antag cAMP, Vif inh, ABHD5-PLIN5 inh, TLR9-MyD88 inh, ABCB6 inh 2, Exocytosis inh, NOD2-RIPK2 inh, aDG glyco act, N-glyco inh
# CCN1CCN(C(=O)c2ccc(CNS(=O)(=O)c3cccc(OC)c3)cc2)CC1 as listed: 0.0, 11, 4, 2, -6, 94, 2, 7, 1.7, -1
# CC(C)Oc1ccc(C(=O)Nc2ccc(N3CCCCC3)cc2)cc1 as listed: 1.3, 4, -6, 4, 10, 99, -3, -1, 0.1, 2
# O=C(CSc1cn[nH]n1)Nc1ccccc1C(F)(F)F as listed: -0.5, 1, 19, -9, 11, 93, -9, -2, 0.0, -1
# COc1ccc(/C=N/Nc2nnc(C)n2N)cc1OC(C)=O as listed: -2.3, -3, -6, -25, 11, 97, -3, 6, 0.6, 7
# CCOC(=O)c1cnc(-n2nc(C)cc2C)nc1NCCO as listed: 1.1, 7, 6, -9, 3, 95, 0, -7, -0.1, 3

# High-throughput results: PubChem BioAssay, several laboratories
